NPYLR7 agonist = agonists of mosquito NPYLR7 receptor, primary screen, cell-based, Aedes aegypti, calcium fluorescence, mosquito biting behavior. activation, % at 10 µM. 270,000 compounds, 0.15% hits. AID 1259423, 2018. HEK293T NPYLR7/Galpha15, GCaMP6s calcium fluorescence. Aedes aegypti neuropeptide Y-like receptor 7 (NPYLR7); in the data active = activation above about 40%;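 note: 0% = vehicle and 100% = reference agonist at the receptor; some compounds past the cut are filed as inactive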
hcGAS inh = Primary biochemical luminescence assay for human cyclic GMP-AMP synthase inhibitors; Q8N884; recombinant h-cGAS, ATP depletion, Kinase-Glo luminescence; inhibition, % at 12.5 µM; 290,000 compounds, 0.081% hits; AID 1259398, 2018;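 note: 0% = vehicle reaction and 100% = reaction without DNA for no activity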
Target sequence (Q8N884 whole entry, looked up): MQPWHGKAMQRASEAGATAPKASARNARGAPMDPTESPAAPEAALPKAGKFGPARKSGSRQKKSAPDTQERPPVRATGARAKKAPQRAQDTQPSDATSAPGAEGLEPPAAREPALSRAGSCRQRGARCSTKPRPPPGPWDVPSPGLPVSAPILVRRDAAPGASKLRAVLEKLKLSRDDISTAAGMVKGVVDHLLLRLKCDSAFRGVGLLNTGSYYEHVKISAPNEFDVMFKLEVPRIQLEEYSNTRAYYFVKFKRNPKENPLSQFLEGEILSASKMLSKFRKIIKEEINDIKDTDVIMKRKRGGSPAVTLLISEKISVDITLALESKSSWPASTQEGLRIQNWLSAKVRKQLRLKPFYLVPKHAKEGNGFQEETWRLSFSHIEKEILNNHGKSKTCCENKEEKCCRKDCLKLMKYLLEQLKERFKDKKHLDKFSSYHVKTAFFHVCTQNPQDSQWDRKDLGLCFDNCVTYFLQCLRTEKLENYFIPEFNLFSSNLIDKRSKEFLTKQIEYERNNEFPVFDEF
mcGAS lum = cyclic GMP-AMP synthase inhibitors, mouse, primary biochemical chemiluminescence. recombinant cGAS, Kinase-Glo ATP depletion luminescence. 160,000 compounds, 0.15% hits. inhibition, % at 12.5 µM;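 note: 0% = negative control wells and 100% = reference inhibitor with no enzyme activity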
Numbers without * were called inactive; nt = not tested or not shown; & = joins results of further samples. Cut-off read from the data, not from the text of the source, unless noted: active = inhibition above about 40%; inactive = the rest.

SMILES | NPYLR7 agonist | hcGAS inh | mcGAS lum
COC(=O)CCOc1ccccc1NC(=O)COc1ccccc1F | 4 | -6 | -15
Cc1cc(C)n(C(C)C(=O)Nc2c(F)cccc2N2CCCC2)n1 (stereo not given) | 5 | -5 | nt
COCc1nc(NCc2ccc3c(c2)n(C)c(=O)n3C)c2cnn(C)c2n1 | 2 | -5 | nt
N#CC(=Cc1ccc(Cl)s1)C(=O)N1CCN(c2ccccc2)CC1 | 1 | -7 | -2
Cc1ccc(-n2c(-c3ccc(Cl)cc3)cc(C(=O)NC(C)c3ccccc3)c2C)cc1 (stereo not given) | 0 | -8 | -6
NC(=O)c1ccc(C(=O)Nc2cnc(Br)c(Br)c2)nc1 | -1 | -2 | -16
CCOc1ccc(Br)cc1CNc1nn[nH]n1 | 14 | -9 | nt
CCOC(=O)[C@@H]1CN2CCN(C(=O)c3ccc4c(c3)OCCCO4)C[C@@H]2[C@H]1c1ccccc1 | 1 | -5 | -4
O=C(c1ccco1)N1CCN(C(=O)c2ccc(Cn3cc(Br)cn3)o2)CC1 | 3 | 3 | nt
CCOc1ccc(NC(=O)Cn2c(-c3ccc(-c4ccccc4)o3)nc(C)c2C)cc1 | 17 | -10 | nt
CN(CCc1ccccn1)C(=O)CCCc1cn(S(=O)(=O)c2cccs2)c2ccccc12 | -10 | -2 | 1
Fc1ccc(N2CCN(c3nc4ccc(Cl)cc4n4cnnc34)CC2)cc1 | -6 | 7 | 2
CCC(C(=O)N1CCCC1)n1nc(C)n2c(cc3occc32)c1=O (stereo not given) | 12 | -3 | -2
Cc1ccccc1-n1c(-c2ccc(Cl)cc2)cc(C(=O)N2CCN(c3ccccc3Cl)CC2)c1C | nt | -2 | -5
COc1ccc(N2CCN(c3cc(C(=O)NC4CCCc5ccccc54)c4ccccc4n3)CC2)cc1 (stereo not given) | 6 | -6 | -7
Cc1ccccc1-c1noc(CN(C)C(C)c2ccon2)n1 (stereo not given) | 17 | -2 | -15
N#CCCC(C#N)CN1CCN(CCOc2ccccc2)CC1 (stereo not given) | 1 | -18 | nt
CSc1ccc(-c2nc3ncccn3c2Nc2ccc3c(c2)OCO3)cc1 | 0 | -5 | nt
Cc1ccc(C)c(C(NC(=O)Cn2cccnc2=O)c2cccnc2)c1 (stereo not given) | -6 | -6 | nt
Cc1ccc(C(=O)NCC(=O)N2CCOC(COc3ccc(Cl)c(C)c3)C2)cc1 (stereo not given) | 6 | 2 | nt
COc1ccc(N(C)S(=O)(=O)c2ccc(OC)c(N3CCN(C(=O)/C=C/c4ccccc4)CC3)c2)cc1 | -2 | -7 | -5
Cc1ccccc1C1(O)CCN(Cc2nc(-c3ccco3)no2)C1 (stereo not given) | -5 | -5 | -7
Nc1cc(C(=O)c2ccccc2)c(N)c2c1C(=O)c1ccccc1C2=O | 17 | -1 | -8
N#CC1=C(SCC(=O)Nc2ccc(Br)cc2)NC(=O)CC1c1cccc2ccccc12 (stereo not given) | 6 | -4 | -9
COc1cn(CC(=O)Nc2ccc(C)cc2)c(CSc2nnnn2C)cc1=O | -7 | -5 | -5
Cc1ccc(NC(=O)N2CCC3(CC2)C(=O)N(CC(=O)N2CCOCC2)CN3c2ccccc2)cc1Cl | 21 | -5 | -4
Cc1nonc1C1CCCN1Cc1cnc(S(=O)(=O)C(C)C)n1Cc1ccccc1F (stereo not given) | -5 | 4 | -2
COc1ccc(C2SCC(=O)N2CC(=O)N2CCN(C)CC2)cc1 (stereo not given) | 17 | -4 | -5
CCOC(=O)c1c(NC(=O)CCl)sc(C(N)=O)c1C | -5 | -7 | 8
O=C(Nc1ccc(Cl)cc1F)c1cccc(CN2CCCC2=O)c1 | 1 | -7 | nt
CCc1nc2c(OCc3ccccc3C)cccn2c1N(C)C(=O)CC(C)C | 3 | -5 | -2
CCCCn1c(=O)[nH]c(=O)c2c1nc(COC(=O)C1CC1)n2CC | 0 | -5 | nt
CCC(NC(=O)c1ccc(-c2ccccc2)[nH]1)c1ccnn1C (stereo not given) | 3 | -9 | nt
COCc1cnc2c(c1SCC(=O)Nc1ccc(OC)c(OC)c1)c(=O)n(C)c(=O)n2C | 3 | -2 | -7
Cc1nc2sccn2c(=O)c1NC(=O)c1ccc(Cl)nc1 | 24 | -2 | -7
N=C(N)SCCc1cccc(CCSC(=N)N)c1 | -1 | 10 | -1
Cc1ccsc1/C=C/C(=O)N1CCN(c2nccs2)CC1 | -1 | 3 | nt
Cc1ccc(-c2ccnc(NCc3cc(=O)[nH]cn3)n2)c(C)n1 | 1 | -5 | nt
C=CCn1c(SCC(=O)N(Cc2ccccc2F)C2CC2)nnc1C1COc2ccccc2O1 (stereo not given) | -6 | 2 | -1
O=C(CC1C=CCC1)NCC1(CO)CCCC1 (stereo not given) | -5 | -2 | nt
COc1ccc2c(c1)CCc1c-2noc1-c1ccc(C)c(NC(=O)C2(c3ccc(Cl)cc3)CCCC2)c1 | 3 | 2 | -2
Cc1ccc(-n2c(C)nnc2SC(C)C(=O)NC2CCCC2)cc1 (stereo not given) | 8 | -4 | nt
COc1ccc(Cn2ccnc2CN(CCN2CCOCC2)C(=O)c2cccc(OC)c2)cc1 | 6 | 1 | -6
O=C(c1cc2ccccc2o1)N(CCN1CCCCC1)CC1CCCN(C2CCCC2)C1 (stereo not given) | 5&-4 | -4&0 | -4
COc1ccc(-c2cc3c(=O)n(CC(=O)NCCc4ccc(Cl)cc4)ccn3n2)cc1 | 2 | -6 | -11
Cc1nc(-c2ccccc2)ccc1C(=O)N1CCCC(C(=O)Nc2ccccn2)C1 (stereo not given) | 5 | -9 | nt
CCOC(=O)Cc1c(C)nc2ncnn2c1N1CCN(C(=O)NCc2ccccc2Cl)CC1 | 20 | 1 | -4
NC(=O)c1cncc(N2CCCC(CO)(Cc3ccc(F)cc3)C2)n1 (stereo not given) | 8 | -3 | nt
C=CCN1C[C@@H]2C[C@@H](C(N)=O)Nc3cccc(c32)S1(=O)=O | 6 | 4 | -4
O=C(CCl)Nc1ccc(OC(F)F)cc1 | -7 | -6 | 3
(list continues)
SMILES | NPYLR7 agonist | hcGAS inh | mcGAS lum
COC(=O)C1CCN(C(c2ccccc2)C2Sc3ncnn3C2=O)CC1 (stereo not given) | -2 | -2 | -5
Cc1ccc2nc(CSCC(=O)Nc3ccc4ccccc4c3)cc(=O)n2c1 | -6 | 9 | nt
N#CC(c1ccccc1)c1cnn(-c2ccccc2)c(=O)c1Cl (stereo not given) | 9 | -10 | nt
Cc1nc(SCC(=O)NCc2ccc3c(c2)OCCCO3)n[nH]1 | 12 | -3 | -18
Cc1cc(OC(=O)c2ccc(OC(C)C)cc2)c([N+](=O)[O-])c(=O)[nH]1 | 0 | 0 | 0
O=C(NCC(=O)N1CCCC1)c1cc(S(=O)(=O)N2CCN(c3ccccc3)CC2)ccc1Cl | -8 | -7 | nt
Cc1cc(-c2ccccc2)c2c3c(cn2n1)c(=O)n(C)c(=O)n3C | -10 | -4 | nt
CNC(=O)[C@@H](Cc1ccccc1)N(C)C(=O)[C@@H](Cc1ccc2ccccc2c1)N(C)C(=O)/C=C/CC(C)(C)N | -16 | -4 | nt
CCC1CN(C(=O)c2ccc(C#CC(C)(C)O)cc2)CCN1 (stereo not given) | 1 | -8 | -16
O=C(Cn1nnn(-c2cccs2)c1=O)NC1CCSc2ccc(Cl)cc21 (stereo not given) | 8 | -11 | nt
Cc1ccccc1-c1cc(O)c2c(c1)CN(C(=O)c1ocnc1C)CCO2 | nt | 1 | -15
Cc1ccsc1CNn1cn[nH]c1=S | 2 | -7 | nt
O=C(NC(N1CCOCC1)(C(F)(F)F)C(F)(F)F)c1ccccc1 | 12 | -3 | nt
COc1ccc(C2=N/C(=C/c3cccnc3)C(=O)O2)cc1Br | -9 | -1 | -1
CCc1cccc(N2CCC(NC(=O)Nc3nccs3)CC2)c1 | -21 | -4 | nt
Cc1ccc(-c2ccc(=O)n(CCCNC(=O)COc3cccc(C)c3C)n2)cc1 | -3 | 0 | nt
CCCN1C(=O)C(c2c(C)[nH]n(-c3cccc(Cl)c3)c2=O)=C([n+]2cccc(CC)c2)C1=O | -14 | -5 | -1
CNc1ccc(-c2cccc(S(C)(=O)=O)c2)cn1 | 6 | -11 | nt
Oc1ccccc1N1CCN(c2cncc(Cl)n2)CC1 | 1 | -7 | nt
C=CCN=c1scc(-c2ccc(F)cc2)n1N=Cc1c(OC)cc(OC)cc1OC | 7 | 1 | nt
CCP(=Nc1ccc([N+](=O)[O-])cc1)(c1c(C)nn(-c2ccccc2)c1C)N(C)C (stereo not given) | -3 | -3 | nt
Clc1cccnc1NCc1cccnc1-n1cnc2ccccc21 | 1 | -3 | nt
CCC(C(=O)OC)N1CCOc2c(O)cc(-c3ccc(C)s3)cc2C1 (stereo not given) | 13 | -4 | nt
C=CCN(Cc1cccnc1)Cc1nc[nH]c1C | 2 | -5 | -22
CSc1ncccc1C(=O)NCC(c1cccn1C)N1CCCC1 (stereo not given) | -9 | 1 | nt
Cc1nc(C(C)C)sc1C(=O)NCc1noc(-c2ccco2)n1 | -7 | -2 | nt
CNC(=O)c1cc(Sc2ccc(C)cc2)ccn1 | 11&0 | -10&-5 | -7&-1
O=C(Nc1cccc(-c2cccc(-c3ccc(F)cc3)n2)c1)C(Cl)(Cl)Cl | 4 | -8 | -7
C=CCN1C(=O)/C(=C2/C(=O)N(C)c3ccccc32)SC1=S | -10 | -5 | -6
Nc1cc(N2CCC3(CCNCC3)CC2)nc(N2CCOCC2)n1 | nt | -1 | -8
O=C(OCc1cc(-c2ccc3c(c2)OCCO3)on1)c1ccc(=O)oc1 | -4 | 6 | nt
CCCCN(C)c1c(C)nc2ccc(C(=O)N3CCN(C)CC3)cn12 | -4 | -5 | -1
CN(c1cc(-c2ccccc2)nc(SCc2ccc(C(=O)NC3CC3)o2)n1)C1CCCCC1 | 5 | -6 | -6
CSCc1ccc(C(=O)N2CCC(CCC(=O)NCC3CCCO3)CC2)o1 (stereo not given) | 19 | -8&-6 | nt
Cc1ccccc1OCc1ccc(-c2nc(C#N)c(N3CCOCC3)o2)o1 | 0 | 1 | -6
O=C(O)Cc1cc(I)c(Oc2cc(I)c(O)c(I)c2)c(I)c1 | nt | 68* | 94*
CCS(=O)(=O)c1ccc(-c2cc(N)nc3[nH]ccc23)s1 | 5 | -1 | nt
O=S(=O)(NCCSc1ccccc1)c1ccc2c(c1)OCCO2 | 0 | -7 | -9
O=C(NCc1cccnc1N1CCCCCCC1)[C@@H]1C[C@@H](O)CN1 | 0 | 1 | nt
COc1cccc(C2=NN(C(=O)CN3CCc4ccccc4C3)C(c3ccc(OC)cc3OC)C2)c1 (stereo not given) | 0 | -5 | -4
C[C@@H](NC(=O)/C=C/c1ccc2c(c1)OCO2)C(C)(C)C | -1 | -8 | -5
CCCCC(c1cccnc1)N(C)C(=O)c1cc(=O)n(C)c(=O)n1C (stereo not given) | 2 | 1 | -4
CC1SC2(C(=O)Nc3ccccc32)N(c2ccccc2)C1=O (stereo not given) | 0 | -6 | -5
COCCN1C[C@@H]2C[C@@H](C(N)=O)N(C(=O)c3ccc(NC(C)=O)cc3)c3cccc(c32)C1=O | 1 | -2 | -5
CC(=O)c1cc(CC(=O)NC(C)c2cnn(-c3ccccn3)c2C)cs1 (stereo not given) | 6 | -2 | nt
O=C(O)c1ccccc1COC1CCOCC1 | 2 | -15 | -14
CCSc1nnc(NC(=O)c2ccc(OC)c(OC)c2)s1 | 7 | 10 | -9
CC(NC(=O)C(C)(C)C)C1CC2CCC1C2 (stereo not given) | 0 | -5 | nt
O=C(Nn1cnc2c(cnn2-c2ccccc2)c1=O)C12CC3CC(CC(C3)C1)C2 | 3 | -10 | nt
CCOCCCn1c(SCC(=O)NCc2cccs2)nc2cc(C(=O)OCC)ccc21 | 1 | 4 | 3
More results follow:
SMILES | NPYLR7 agonist | hcGAS inh | mcGAS lum
Cn1cc(CN(Cc2cc3cc4c(cc3[nH]c2=O)OCO4)C2CC2)cn1 | 11 | -2 | -10
O=C(NCC(=O)N1CCN(S(=O)(=O)c2ccccc2)CC1)NCc1ccccc1 | 10 | -9 | -8
CCN(Cc1ccc2c(c1)OCO2)c1nc2ccccc2o1 | 3 | -6 | nt
CC1COCCN1C(=O)Nc1ccc(Oc2cccc(F)c2)nc1 (stereo not given) | 0 | -6 | -5

Source: PubChem BioAssay (Fisher Drug Discovery Resource Center)

No enrichment for hits; about 0.29% have a hit in one of these screens.
